# SUMO HTRF inh = blocks human SUMOylation mediated by UBC9. P63279. HTRF SUMOylation assay, SAE1/SAE2 + UBC9, in vitro. inhibition, % at 35 µM. actives 0.36% (n = 290,000); in the data active means inhibition above about 50%, passing the limit was not always enough; further: strong numbers were not always called active
# VIM-2 inh = blocks Pseudomonas aeruginosa VIM-2 metallo-beta-lactamase; purified VIM-2, nitrocefin hydrolysis, epi-absorbance fluorescence; actives 0.89% (n = 290,000); inhibition, % at 5.6 µM;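 active means inhibition above the mean of all tested compounds plus 3 SD, cutoff set per screening run, cut at about 7.5% in these data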;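 further: red hydrolysis product quenches plate fluorescence so inhibitors raise well fluorescence; 0% = enzyme with DMSO and 100% = DMSO without enzyme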
# NS3 helicase inh = inhibitors of Hepatitis C virus NS3 helicase; NS3 helicase DNA unwinding, Cy5 molecular beacon fluorescence; inhibition, % at 10.9 µM; actives 0.56% (n = 290,000); AID 1800;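 active means inhibition above the mean of all tested compounds plus 3 SD, set per campaign, cut at about 35% in these data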;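 further: 0% = DMSO wells and 100% = thioflavine S control wells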
#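 test system = hepatitis C virus NS3 helicase domain fragment enzyme | reagent = annealed dual-labelled DNA beacon duplex, ATP-started | times = 1 h at 25 °C | detection = Cy5 fluorescence, 0 and 60 min reads | read-out basis = percent inhibition from t60/t0 fluorescence ratio | control set = DMSO and thioflavine S | replication = one well per compound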
# IMP-1 inh = inhibitors of Pseudomonas aeruginosa IMP-1 metallo-beta-lactamase | actives 0.45% (n = 290,000) | purified IMP-1, nitrocefin hydrolysis, epi-absorbance fluorescence | inhibition, % at 5.6 µM;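 active means inhibition above the mean plus 3 SD of all compounds in the same screening run, cut at about 4.5% in these data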;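 further: 0% = IMP-1 with DMSO and 100% = DMSO wells lacking enzyme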
#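 assay system = purified recombinant IMP-1 metallo-beta-lactamase enzyme | schedule = 15 min preincubation plus 25 min reaction at 25 °C | signal = Epi-absorbance fluorescence, 480 nm excitation, 530 nm emission | read-out basis = percent inhibition from optical density relative to buffer-blank wells | controls = IMP-1 with DMSO as 0%, enzyme-free DMSO as 100%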
# GalR3 antag = human GalR3 antagonism; O60755; HEK293 GalR3-CNG cAMP membrane potential fluorescence; galR3 body fused to GalR1 C-terminus; inhibition, % at 3 µM; actives 0.44% (n = 360,000); AID 651719;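 active means inhibition above the screen-wide average plus 3 SD, cut at about 13% in these data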;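 further: forskolin and galanin both at EC90 stimulate the cells; cAMP rise reported by CNG channel membrane potential dye signal; 0% = forskolin plus galanin with DMSO and 100% = forskolin alone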
# p-CIP stab down = compounds decreasing mouse p/CIP protein stability; Q05BA5; F442A p/CIP-EGFP cells, EGFP fluorescence, 16 h; decrease of EGFP signal, % at 10 µM; actives 0.01% (n = 290,000); AID 1984;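 active means EGFP signal decrease of at least 30% at 10 µM or well 3 SD below plate mean, unless failing retest; inactive means the rest, including hits failing retest or dose response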; further: some compounds called inactive have numbers as strong as hits; many of its hits are not listed in these tables
# Target sequence (Q05BA5 1-1403): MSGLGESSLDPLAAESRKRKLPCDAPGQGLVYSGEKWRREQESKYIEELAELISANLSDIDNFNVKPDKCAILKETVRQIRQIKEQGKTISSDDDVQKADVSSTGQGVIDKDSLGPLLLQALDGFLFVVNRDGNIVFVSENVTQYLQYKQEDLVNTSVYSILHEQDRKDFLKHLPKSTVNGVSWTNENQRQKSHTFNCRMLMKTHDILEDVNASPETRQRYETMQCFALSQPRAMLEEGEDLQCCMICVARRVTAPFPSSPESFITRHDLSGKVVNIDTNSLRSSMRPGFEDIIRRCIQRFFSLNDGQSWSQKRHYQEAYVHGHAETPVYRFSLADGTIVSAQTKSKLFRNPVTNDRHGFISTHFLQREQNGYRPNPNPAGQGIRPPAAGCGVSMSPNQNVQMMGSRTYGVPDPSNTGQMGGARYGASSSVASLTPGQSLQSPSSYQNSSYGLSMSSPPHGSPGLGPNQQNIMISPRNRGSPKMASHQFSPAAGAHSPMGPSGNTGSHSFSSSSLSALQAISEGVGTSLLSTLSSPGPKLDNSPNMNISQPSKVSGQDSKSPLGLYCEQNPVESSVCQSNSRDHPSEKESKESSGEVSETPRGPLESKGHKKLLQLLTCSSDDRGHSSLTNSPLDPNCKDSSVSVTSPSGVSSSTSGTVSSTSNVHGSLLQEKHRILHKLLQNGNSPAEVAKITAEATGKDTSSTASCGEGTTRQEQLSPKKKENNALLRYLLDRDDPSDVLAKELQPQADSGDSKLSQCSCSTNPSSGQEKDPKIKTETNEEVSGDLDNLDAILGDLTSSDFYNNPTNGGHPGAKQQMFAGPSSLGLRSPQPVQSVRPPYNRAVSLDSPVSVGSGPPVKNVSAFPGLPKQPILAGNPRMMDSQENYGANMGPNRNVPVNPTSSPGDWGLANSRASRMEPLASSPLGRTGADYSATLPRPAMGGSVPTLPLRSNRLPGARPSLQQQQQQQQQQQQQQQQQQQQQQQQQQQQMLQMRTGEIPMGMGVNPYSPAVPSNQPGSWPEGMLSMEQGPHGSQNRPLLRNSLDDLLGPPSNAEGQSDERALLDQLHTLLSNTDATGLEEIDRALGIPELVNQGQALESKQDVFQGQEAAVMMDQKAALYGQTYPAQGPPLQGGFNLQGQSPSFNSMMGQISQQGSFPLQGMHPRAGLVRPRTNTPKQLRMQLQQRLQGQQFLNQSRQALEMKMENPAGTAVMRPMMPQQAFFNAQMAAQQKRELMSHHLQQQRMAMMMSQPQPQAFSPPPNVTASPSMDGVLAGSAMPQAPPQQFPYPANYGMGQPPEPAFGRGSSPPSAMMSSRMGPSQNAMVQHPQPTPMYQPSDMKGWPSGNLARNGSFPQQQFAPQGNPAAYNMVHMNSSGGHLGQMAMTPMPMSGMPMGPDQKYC
# IDE cell activ = IDE (human) activation, cell-based; P14735; HEK cells, FAbeta-B cleavage, fluorescence polarization; 0% vehicle, 100% cell-free pure enzyme wells; activation, % at 5.96 µM; actives 0.073% (n = 340,000);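 active means activation above the mean of all tested compounds plus 3 SD, set per screening campaign, cut at about 17% in these data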
# IDE inh = inhibitors of human insulin-degrading enzyme in cells | P14735 | HEK cells, FAbetaB cleavage, fluorescence polarization | inhibition, % at 5.59 µM | actives 0.41% (n = 320,000) | AID 434962;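 active means percent inhibition above the average of all tested compounds plus 3 SD, set per screening campaign, cut at about 16% in these data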;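 further: IDE supplied by intact live HEK cells; FP after avidin binding of uncleaved biotin substrate so inhibition keeps polarization high; 0% = DMSO wells and 100% = 60 µM reference IDE inhibitor Ii1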
# CRFBP-R2 block = antagonists of CRF-binding protein/CRF-R2 receptor complex; HEK293 CRF-R2/CRF-BP, CRF-induced calcium fluorescence; inhibition, % at 11.8 µM; actives 0.59% (n = 350,000);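 active means inhibition of the ligand-induced calcium signal above about 50% at the single tested concentration, limit read from the data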
# Active calls of the source: *; . = not tested or not shown.
no.	canonical_smiles	VIM-2 inh	p-CIP stab down	GalR3 antag	NS3 helicase inh	IMP-1 inh	IDE cell activ	IDE inh	SUMO HTRF inh	CRFBP-R2 block
1	C=CCn1c(-c2ccccc2)nc(=S)c2c1CC(C)(C)OC2	4.4	-9.9	-3.4	10.8	-0.2	0.7	3.4	27.6	5.4
2	COc1cc(OC)c(/C=N/NC(=O)c2ccc(Cn3nc([N+](=O)[O-])cc3C)cc2)c(OC)c1	-0.9	-14.3	0.0	0.2	-1.7	.	2.7	24.0	5.4
3	CC(=O)N1CCC(C(=O)Nc2ccc(S(=O)(=O)NCCc3ccccc3)cc2)CC1	-0.8	-0.3	-12.4	-5.5	-0.3	2.1	3.0	8.5	-8.3
4	Cc1nc(-c2cc(-c3nc(-c4ccc(C(C)(C)C)cc4)no3)no2)cs1	-1.5	1.5	-0.8	3.5	-1.1	4.0	0.9	-12.7	3.1
5	COc1ccccc1/C=N/Nc1nc(C)c(C(C)=O)s1	-2.8	.	3.5	8.6	-2.8	-12.0	11.5	.	-15.8
6	CCOc1cccc(C(=O)Nc2cccc(C(C)=O)c2)c1	-1.8	7.4	8.9	3.1	-3.1	4.7	6.9	-7.6	12.9
7	C=CC[C@@H](CC(=O)NCCO)C(=O)N[C@H](C)COC(=O)[C@@H](CC=C)CC(=O)OC(C)(C)C	.	.	2.2	.	.	-3.8	1.0	.	7.1
8	COc1ccc(C(CNC(=O)c2cc(S(=O)(=O)NCc3ccccc3)ccc2C)N2CCOCC2)cc1 (stereo not given)	.	.	-2.4	.	.	1.0	2.7	.	10.3
9	O=c1c(-c2ccccc2)c(O)c2ccccc2n1-c1ccccc1	-2.1	-5.0	-9.2	1.9	-1.4	1.9	0.9	15.9	-1.3
10	O=C(NC1CC2CCC(C1)N2C(=O)NCc1ccccc1)C1CC1 (stereo not given)	-1.6	6.7	-2.6	2.6	-0.8	6.0	-0.9	3.6	-15.0
11	CNC(=O)c1cc2cc(OC)ccc2n1CCN(C)C	-1.9	-13.1	-3.4	5.0	-1.7	-1.2	-3.0	8.1	-0.4
12	CCCCC(=O)Nc1ccc(C(=O)OC2CCCCC2)cc1	-2.2	-1.9	1.6	4.7	-6.6	1.6	-0.3	-16.2	1.2
13	CC(C)CNS(=O)(=O)c1ccc(CCC(=O)NCc2cccnc2)cc1	2.9	26.4	-5.1	5.9	-0.5	4.4	-1.7	18.4	11.0
14	Cc1c(C(=O)N2CC(C)OC(C)C2)oc2ccccc12 (stereo not given)	-5.4	4.1	-5.8	0.0	-2.4	6.1	3.1	1.8	13.1
15	Cc1ccc(C)c(S(=O)(=O)N2CCN(C(C)C(=O)Nc3ccccc3-c3ccccc3)CC2)c1 (stereo not given)	-1.2	-3.2	-6.7	1.6	-3.4	2.2	-1.2	4.2	1.0
16	C=CC[C@H](CC(=O)N(CCO)Cc1ccccc1)C(=O)NCCOC(=O)[C@@H](CC=C)CC(=O)OC(C)(C)C	.	.	1.6	.	.	0.7	2.1	.	-0.5
17	CCOc1cc(/C=C2\CCC/C(=C\c3cc(Cl)c(O)c(OCC)c3)C2=O)cc(Cl)c1O	-0.8	-19.0	24.1*	25.9	2.5	-20.2	10.7	23.8	22.1
18	NC(=O)NC(Cc1ccccc1)C(=O)O (stereo not given)	-2.4	0.2	1.9	-7.1	-4.2	2.7	-1.5	14.9	-1.4
19	Cc1cccn2c(=O)c3cc(C(N)=S)c(=N)n(CCCN4CCOCC4)c3nc12	3.3	-13.4	-2.9	16.1	-2.5	-1.2	3.5	11.3	-1.3
20	Cc1ccc(C)c(N2CCN(C(c3ccncc3)c3nnnn3Cc3ccccc3)CC2)c1 (stereo not given)	-1.4	4.9	-5.9	-14.9	-5.1	6.2	-3.7	1.7	28.0
21	COc1ccc(C(=O)NCCN2CCOCC2)c(OC)c1	-2.1	-3.3	0.5	-0.4	-1.3	0.9	-0.2	13.9	24.1
22	C=CCNC(=O)CN(c1cccc(Br)c1)S(C)(=O)=O	-0.7	-6.4	-3.6	-15.4	-1.9	6.5	-2.2	-9.5	-1.3
23	CCCCN(C(=O)C(C)Oc1cccc(Cl)c1)c1c(N)n(CCC)c(=O)[nH]c1=O (stereo not given)	.	.	-5.1	.	.	9.4	-4.3	.	6.6
24	O=C(Nc1nnc(S(=O)(=O)N2CCCCCC2)s1)c1cccc(Br)c1	-4.1	-9.9	2.5	7.5	-2.0	-2.6	4.0	18.5	36.1
25	Cc1cccc(C)c1NC(=O)CSc1nnc(C)c(=O)[nH]1	0.1	8.6	-3.7	-31.6	-1.2	7.0	2.4	9.8	-8.3
26	COc1cc(OC)cc(-c2sc3ccc(OC)cc3c2C#CCO)c1	.	.	-0.2	.	.	6.5	-2.8	.	-8.2
27	COc1ccc2c(c1OC)C(=O)OC2C/C(=N\NC(N)=O)c1ccccc1 (stereo not given)	-0.3	2.9	-5.0	-5.8	-0.8	-3.0	1.2	-8.4	-12.1
28	CCn1c(O)c(/C=N/N=C2CCCC2)c2ccc(C3=NNC(=O)CC3)cc21	-2.0	2.1	-1.0	1.7	-1.3	1.0	-2.3	-3.4	16.5
29	COc1cc(OC)cc(C(=O)Nc2cccc(C(C)=O)c2)c1	-1.8	-5.7	-3.1	1.6	-3.6	3.2	1.9	-19.5	2.5
30	CC(NS(=O)(=O)c1ccc(Cl)cc1)C(=O)NCc1ccco1 (stereo not given)	0.1	-1.7	0.0	2.4	2.5	5.3	2.4	11.6	-5.6
31	O=C(NCCCn1ccnc1)c1cccc(Br)c1	-2.5	-5.4	1.6	3.9	-2.6	0.8	-1.7	15.5	2.7
32	CCN1CCN(C(=O)c2ccc(CSc3ccc(C)cc3)cc2)CC1	-0.2	-20.0	-5.7	-23.5	-1.4	-4.6	3.0	-3.2	-12.8
33	COc1cccc(C2CC(=O)NC(SC)=C2C#N)c1 (stereo not given)	-1.6	-10.9	-0.7	-2.7	-0.7	0.0	-0.6	0.2	7.2
34	Cc1cc(C)n2cc(CSc3nnnn3C)nc2n1	2.1	12.2	0.3	6.0	-1.8	-1.6	-11.0	5.5	10.3
35	CCOc1cc(CNc2ccc(CNc3ncn[nH]3)cc2)ccc1OCc1ccccc1	-3.5	-2.3	-2.7	-7.0	-1.6	1.4	-6.7	-25.0	-16.3
36	O=C(CSc1ccc(C(F)(F)F)cc1[N+](=O)[O-])NCCOc1ccccc1	-0.2	-6.2	0.4	-4.1	-2.2	3.7	5.5	3.1	-12.8

# Some of these compounds in order of number of heavy atoms, high to low:
no.	canonical_smiles	VIM-2 inh	p-CIP stab down	GalR3 antag	NS3 helicase inh	IMP-1 inh	IDE cell activ	IDE inh	SUMO HTRF inh	CRFBP-R2 block
35	CCOc1cc(CNc2ccc(CNc3ncn[nH]3)cc2)ccc1OCc1ccccc1	-3.5	-2.3	-2.7	-7.0	-1.6	1.4	-6.7	-25.0	-16.3
27	COc1ccc2c(c1OC)C(=O)OC2C/C(=N\NC(N)=O)c1ccccc1 (stereo not given)	-0.3	2.9	-5.0	-5.8	-0.8	-3.0	1.2	-8.4	-12.1
26	COc1cc(OC)cc(-c2sc3ccc(OC)cc3c2C#CCO)c1	.	.	-0.2	.	.	6.5	-2.8	.	-8.2
30	CC(NS(=O)(=O)c1ccc(Cl)cc1)C(=O)NCc1ccco1 (stereo not given)	0.1	-1.7	0.0	2.4	2.5	5.3	2.4	11.6	-5.6
33	COc1cccc(C2CC(=O)NC(SC)=C2C#N)c1 (stereo not given)	-1.6	-10.9	-0.7	-2.7	-0.7	0.0	-0.6	0.2	7.2

# Carrying on:
no.	canonical_smiles	VIM-2 inh	p-CIP stab down	GalR3 antag	NS3 helicase inh	IMP-1 inh	IDE cell activ	IDE inh	SUMO HTRF inh	CRFBP-R2 block
37	Cc1[nH]c2ccccc2c1C1(O)C(=O)N(C(C)C)c2ccccc21 (stereo not given)	-2.1	5.4	-3.0	5.8	0.5	6.9	1.2	12.2	-7.8
38	O=C(Nc1ccc(O)cc1)c1ccc2c(c1)C(=O)N(Cc1ccccc1)C2=O	-2.5	-10.6	-0.2	-4.5	-0.1	-5.3	-4.3	14.2	-7.7
39	COc1ccc(NC(=O)C2Cc3cccc(OC)c3O/C2=N\O)cc1 (stereo not given)	0.3	-7.0	-11.0	1.7	-0.8	-1.0	-1.2	13.4	9.9
40	Cc1ccc(NCCC(=O)c2ccc(Cl)c(Cl)c2)cc1	-6.2	2.5	-4.5	0.0	-1.6	0.7	0.9	-5.2	-23.3
41	Cc1ccccc1-n1c(SCC(N)=O)nc2sc(-c3ccccc3)cc2c1=O	-4.2	-3.0	-3.1	13.7	-2.9	-1.4	-0.5	-0.8	-10.0
42	CC(C)(C)C1CCC2(CC1)Nc1cccc3cccc(c13)N2	-2.8	-7.9	-4.0	-8.1	-3.5	7.1	-1.5	59.7	26.4
43	CCOc1cc(/C=N/NC(=O)CN2CCCCC2)ccc1OCc1ccc(Cl)cc1	-3.4	-4.2	-2.1	-29.9	-4.5	2.5	4.9	5.4	-40.2
44	Cn1c(-c2cccs2)nc2ccccc21	3.0	5.6	4.0	0.7	0.4	-0.1	-0.2	18.2	5.5
45	Cc1cc(=O)[nH]c(N/N=C/c2c(C)nn(-c3ccccc3Cl)c2Cl)n1	-1.4	-2.7	3.1	-12.9	-2.7	3.5	0.2	12.5	-13.6
46	CSc1ccccc1C(=O)NC1CCCCC1	-1.9	-2.4	-3.7	-11.7	-0.3	1.6	-0.1	6.8	-3.5
47	CC(=O)c1c(C)[nH]c(C(=O)OCC(=O)C(C)(C)C)c1C	-1.6	-12.7	-4.0	6.9	-3.8	4.0	-6.3	8.9	18.4
48	CN(C)C(CNC(=O)C1CCN(C(=O)/C=C/c2ccccc2)CC1)c1ccccc1 (stereo not given)	1.2	-7.1	-8.8	-16.6	-0.4	-6.5	0.2	11.9	-4.7

# Bioassay records as filed in PubChem BioAssay.
